Screening data as filed in PubChem BioAssay.
BLM inh = blocks DNA unwinding by human BLM helicase | P54132 | recombinant BLM DNA unwinding, fluorescence dequenching | Potency, µM (top dose mostly 56.1 µM), without a hit: at the highest dose activity change, negative = inhibition, hits mostly inhibitors | actives 0.2% (n = 350,000) | AID 2528;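 also: plate controls were vehicle for no effect and no enzyme for full effect; nearly all actives have a fitted effect of over 35% in size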
JMJD2A Tudor = JMJD2A Tudor domain (human) inhibition; actives 4.4% (n = 390,000); Potency, µM (titrated, usually from 114 µM), inactives show top-dose activity change, negative = inhibition, most hits filed as inhibitors; O75164; AlphaScreen JMJD2A-Tudor / H3K4me3 peptide binding; also: % is scaled to controls: 0 for no effect and ±100 for the full control effect; nearly all actives have a fitted effect of over 50% in size
Pol kappa inh = inhibitors of human DNA polymerase kappa; purified Pol kappa, fluorescent DNA synthesis assay, 10 min; Potency, µM (highest dose often 107 µM), without a hit: at the highest dose activity, negative = inhibition, actives largely listed as inhibitors; actives 0.53% (n = 400,000); also: % is scaled to controls: 0 for no effect and ±100 for the full control effect
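Activity was followed as the change in fluorescence between reads at 0 and 10 min after starting the reaction with 50 nM substrate. Beforehand, 10 nM polymerase had been preincubated with compound for 15 min at room temperature.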
Pol iota inh = DNA polymerase iota (human) inhibition. Q9UNA4. Pol iota fluorescent replication assay, 10 min. Potency, µM (titrated, usually from 115 µM), for inactives: at the top dose activity, negative = inhibition, most hits filed as inhibitors. actives 1% (n = 390,000). AID 588590
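Fluorescent replication assay read twice, at 0 min and 10 min after adding 50 nM (final) substrate. Enzyme (10 nM) and compounds were first incubated 15 min at room temperature; enzyme-free buffer wells were negative controls.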
G9a inh = inhibitors of human histone lysine methyltransferase G9a; G9a H3K9 monomethylation, AlphaScreen, 2 h; Q96KQ7; actives 8.8% (n = 350,000); AID 504332; Potency, µM (highest dose often 102 µM), for the others: at the top dose activity, negative = inhibition, usual class: inhibitors; also: % is scaled to controls: 0 for no effect and ±100 for the full control effect; nearly all actives have a fitted effect of over 75% in size
Target sequence (Q96KQ7 913-1193 limits assumed): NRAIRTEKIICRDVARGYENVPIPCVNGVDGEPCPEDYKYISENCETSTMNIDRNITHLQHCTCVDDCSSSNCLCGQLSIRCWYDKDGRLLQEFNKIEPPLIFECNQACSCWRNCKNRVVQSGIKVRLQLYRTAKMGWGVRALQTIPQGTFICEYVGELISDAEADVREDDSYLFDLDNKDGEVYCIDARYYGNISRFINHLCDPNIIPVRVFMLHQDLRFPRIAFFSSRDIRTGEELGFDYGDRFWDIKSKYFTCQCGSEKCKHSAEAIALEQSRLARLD
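Compounds were preincubated with 20 nM G9a for 15 min, after which biotinylated H3K9 peptide (500 nM) and SAM (20 uM) started a 2 h room-temperature reaction. Monomethylated product was quantified by antibody-based AlphaScreen chemiluminescence.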
Pol beta inh = inhibitors of human DNA polymerase beta; Pol beta primer extension/strand displacement, fluorescence kinetic; AID 485314; actives 1.3% (n = 340,000); Potency, µM (titrated, usually from 114 µM), for the others: at the top dose activity change, negative = inhibition, actives largely listed as inhibitors; also: % is scaled to controls: 0 for no effect and ±100 for the full control effect
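Pol beta (10 nM) was preincubated with compound for 15 min at room temperature. The reaction was then started with 50 nM substrate and read immediately and after a further 10 min at room temperature.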
BAZ2B inh = blocks human BAZ2B | Q9UIF8 | AlphaScreen BAZ2B-H3K14Ac peptide displacement | Potency, µM (highest dose often 114 µM), for inactives: top-dose activity change, negative = inhibition, actives largely listed as inhibitors | actives 4.4% (n = 360,000) | AID 504333; also: % is scaled to controls: 0 for no effect and ±100 for the full control effect; nearly all actives have a fitted effect of over 60% in size
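Protein-peptide AlphaScreen: BAZ2B 50 nM, b-H3K14Ac 50 nM, 1x PBS pH 7.4 + 0.01% Tween-20. Preincubation 30 min RT; cpd 30 min RT (top 110 uM); beads 20 min RT, light-protected.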
APEX1 inh = blocks human APE1 abasic DNA cleavage; actives 0.35% (n = 350,000); AID 2517; Potency, µM (top dose mostly 65.8 µM), inactives show top-dose activity change, negative = inhibition, usual class: inhibitors; recombinant APE1, TAMRA/BHQ-2 abasic DNA cleavage fluorescence; P27695;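 also: plate controls were vehicle for no effect and reference inhibitor for full effect; nearly all actives have a fitted effect of over 55% in size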
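Compound pre-exposure to 0.75 nM APE1, 15 min at ambient temperature. Reaction initiated with 50 nM TAMRA/BHQ-2 THF substrate, read immediately in kinetic mode, 525 nm excitation, 598 nm emission.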
POLH inh = DNA polymerase eta (human) inhibition. Potency, µM (highest dose often 114 µM), inactives show top-dose activity change, negative = inhibition, usual class: inhibitors. Q9Y253. actives 1.2% (n = 390,000). recombinant Pol eta, fluorescent DNA replication assay; also: % is scaled to controls: 0 for no effect and ±100 for the full control effect
Target sequence (Q9Y253 whole entry, looked up): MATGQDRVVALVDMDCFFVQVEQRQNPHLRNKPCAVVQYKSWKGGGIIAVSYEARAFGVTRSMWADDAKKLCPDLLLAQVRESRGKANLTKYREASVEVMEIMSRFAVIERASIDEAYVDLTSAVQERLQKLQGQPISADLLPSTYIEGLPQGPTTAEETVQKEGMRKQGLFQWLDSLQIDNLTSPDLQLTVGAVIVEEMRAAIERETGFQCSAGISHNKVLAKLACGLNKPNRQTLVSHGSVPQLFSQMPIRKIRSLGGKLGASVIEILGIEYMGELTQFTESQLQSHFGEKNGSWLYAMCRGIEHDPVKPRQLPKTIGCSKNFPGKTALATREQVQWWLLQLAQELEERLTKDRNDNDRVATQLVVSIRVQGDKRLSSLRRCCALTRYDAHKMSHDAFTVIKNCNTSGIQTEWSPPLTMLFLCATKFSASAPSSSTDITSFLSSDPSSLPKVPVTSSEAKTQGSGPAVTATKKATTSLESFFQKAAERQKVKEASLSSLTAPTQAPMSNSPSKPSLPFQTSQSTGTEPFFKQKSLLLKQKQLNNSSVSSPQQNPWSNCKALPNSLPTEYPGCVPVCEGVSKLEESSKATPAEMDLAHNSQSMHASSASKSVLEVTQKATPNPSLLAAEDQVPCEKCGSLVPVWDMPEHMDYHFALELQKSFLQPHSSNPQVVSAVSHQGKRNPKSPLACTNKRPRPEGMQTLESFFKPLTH
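Pol eta at 10 nM preincubated with compounds 15 min at room temperature; reaction started with fluorescent substrate (50 nM final) and read kinetically at 0 and 10 min.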
* = called active by the depositor; ? = inconclusive; / = not tested or not shown; & = joins results of further samples; [ ] = remark or other dose. Calls follow the shape of the dose curve; as a rule, active = well fitted curve in the direction sought with a large enough effect; inconclusive = small, poorly fitted or top-dose-only effect, or another doubt; inactive = no such curve, though single readings can be large; an effect the other way counts as inactive or inconclusive. Potency is read from the fitted curve at half-maximal effect.

compound | BLM inh | JMJD2A Tudor | Pol kappa inh | Pol iota inh | G9a inh | Pol beta inh | BAZ2B inh | APEX1 inh | POLH inh
Cc1ccc(S(=O)(=O)N2CCN(Cc3nc4sc(C)c(C)c4c(=O)[nH]3)CC2)cc1 | 1% | -12% | -3% | -10% | 14%[59 µM] | 0% | -17% | 4% | -2%
CCn1ncc([C@@H]2C[C@H]3CN(Cc4cccc(Cl)c4)C(=O)[C@]34CCCN24)c1C | -1% | -14% | -2% | 35%[activator] | ? | 33% | 1% | 5% | -8%
Cc1ccc(NC(=O)C2CC(=O)Nc3nc4ccccc4n32)c(C)c1 (stereo not given) | -3% | -8% | 1% | 4% | 14%[12.7 µM] | 10% | -4% | 2% | -8%
CC(C(=O)O)n1ncc2ccccc2c1=O (stereo not given) | -1% | -15%[11.4 µM] | 6% | 33%[activator] | -2% | 0% | -19% | 4% | ?
COc1ccc(OCc2nnnn2-c2ccccc2)cc1 | 3% | 2% | -1% | -2% | 25%[59 µM] | 6% | 6% | 2% | -4%
COc1ccc(-c2cc(C(=O)NC3CCCC3)c3ccccc3n2)cc1 | -5% | -2% | -10% | -21% | ? | 1% | 6% | -4% | 4%
CCOC(=O)c1c(C)oc2c1c(CN1CCN(C(=O)OCC)CC1)c(O)c1ccccc12 | -9% | ? | -3% | 24% | 3.2µM* | 24% | ? | -4% | -12%
Cc1ccccc1NC(=O)C(=O)NCCc1c[nH]c2ccccc12 | -7% | -32% | 2% | -17% | -16% | 5% | -28% | -5% | -19%
Fc1ccc(Oc2nc(-c3ccccn3)nc3ccccc23)cc1 | 2% | ? | -2% | 12% | 5% | -21% | -3% | 0% | 4%
CC(C)CCNC(=O)CCCn1c(=O)[nH]c2ccc(Br)cc2c1=O | 1% | -3% | -2% | -8% | 11%[2.33 µM] | 40% | 10% | 5% | -13%
CC(C)n1c(-c2ccc(N(C)C)cc2)nc2ccccc21 | -3% | 56µM* | 0%&0% | -8%&0% | 40µM* | 0% | 40µM* | 0% | -18%
Cc1ccc(C)c(NC(=S)NC2CC3CCCC(C2)N3CC(C)C)c1 (stereo not given) | -5% | -6% | 0% | 9% | -8%[59 µM] | -28% | 8% | 3% | 7%
Cc1c(Cl)cccc1NC(=O)CCS(=O)(=O)c1ccc2c(c1)CC(C)N2C(=O)C1CC1 (stereo not given) | 0% | 9% | -5% | 9% | 2%[59 µM] | -21% | -20% | / | -19%
Fc1ccc(-c2n[nH]c(=S)n2Cc2ccccc2)cc1 | -3% | 18µM* | -18% | 73%[activator] | ? | 21% | -1% | -9% | -1%
COc1ccc(OC)c(NC(=O)CSC2=Nc3ccccc3C3=NC(CC(=O)NCc4ccco4)C(=O)N23)c1 (stereo not given) | 3% | -35% | -3%[60.1 µM] | 5% | -2%[59 µM] | 6% | ? | / | -11%
CCS(=O)(=O)N1CCC(C(=O)NCCCN2CCC(Cc3ccccc3)CC2)CC1 | 3% | -9% | 4% | 5% | -7% | 16% | 10% | -3% | 4%
CN(C)S(=O)(=O)c1cccc(C(=O)NCCOC(=O)c2cc(F)c(F)cc2Cl)c1 | -4% | -9% | -4% | 40%[activator] | -10% | 6% | -13% | 64%[activator] | -7%
O=C(Nc1cccc(C(=O)OCc2cc(=O)n3nc(C4CC4)sc3n2)c1)c1ccccc1 | -18% | -14% | -9%[60.1 µM] | -16% | -8%[59 µM] | -1% | -17% | / | ?
O=C(CCC(=O)c1cccs1)NNC(=O)c1cccc(Cl)c1 | / | -18% | 12% | -17% | -3% | / | 7% | 4% | -1%
c1ccc(CSc2nnc(-c3ccco3)o2)cc1 | 0% | 0% | -2% | 44%[activator] | 38% | -2% | 1% | -1% | -19%
CCOc1cc2c(cc1C(C)(C)C)NC(=O)CS2 | -3% | 2% | -12% | 7% | -3%[12.7 µM] | -26% | -3% | 8% | -28%
O=C(O/N=C\c1ccc(N2CCOCC2)c([N+](=O)[O-])c1)c1ccccc1Cl | -8% | ? | -17% | ? | ? | 0% | ? | -5% | -9%
Cc1ccc(S(=O)(=O)N2CCOCC2)s1 | 0% | -1% | 5% | -27% | / | 18% | -11% | 11% | -12%
CCN1CCN(C(=O)c2ccc(Cl)c(S(=O)(=O)N(C)c3ccccc3)c2)CC1 | / | -9% | 4% | -13% | 18µM* | / | -1% | 15% | -2%
Cc1ccc(NC(=O)C(OC(=O)c2cc(C)oc2C)c2ccccc2)cc1 (stereo not given) | -8% | -9% | -7% | 5% | 79µM* | 0%[57.1 µM] | -5% | -7% | -20%

Ten of the compounds above, with values ahead of the structure:
BLM inh,JMJD2A Tudor,Pol kappa inh,Pol iota inh,G9a inh,Pol beta inh,BAZ2B inh,APEX1 inh,POLH inh,canonical_smiles
1%,-12%,-3%,-10%,14%[59 µM],0%,-17%,4%,-2%,Cc1ccc(S(=O)(=O)N2CCN(Cc3nc4sc(C)c(C)c4c(=O)[nH]3)CC2)cc1
-1%,-14%,-2%,35%[activator],?,33%,1%,5%,-8%,CCn1ncc([C@@H]2C[C@H]3CN(Cc4cccc(Cl)c4)C(=O)[C@]34CCCN24)c1C
-3%,-8%,1%,4%,14%[12.7 µM],10%,-4%,2%,-8%,Cc1ccc(NC(=O)C2CC(=O)Nc3nc4ccccc4n32)c(C)c1 (stereo not given)
-1%,-15%[11.4 µM],6%,33%[activator],-2%,0%,-19%,4%,?,CC(C(=O)O)n1ncc2ccccc2c1=O (stereo not given)
3%,2%,-1%,-2%,25%[59 µM],6%,6%,2%,-4%,COc1ccc(OCc2nnnn2-c2ccccc2)cc1
-5%,-2%,-10%,-21%,?,1%,6%,-4%,4%,COc1ccc(-c2cc(C(=O)NC3CCCC3)c3ccccc3n2)cc1
-9%,?,-3%,24%,3.2µM*,24%,?,-4%,-12%,CCOC(=O)c1c(C)oc2c1c(CN1CCN(C(=O)OCC)CC1)c(O)c1ccccc12
-7%,-32%,2%,-17%,-16%,5%,-28%,-5%,-19%,Cc1ccccc1NC(=O)C(=O)NCCc1c[nH]c2ccccc12
2%,?,-2%,12%,5%,-21%,-3%,0%,4%,Fc1ccc(Oc2nc(-c3ccccn3)nc3ccccc23)cc1
1%,-3%,-2%,-8%,11%[2.33 µM],40%,10%,5%,-13%,CC(C)CCNC(=O)CCCn1c(=O)[nH]c2ccc(Br)cc2c1=O

Continued:
compound | BLM inh | JMJD2A Tudor | Pol kappa inh | Pol iota inh | G9a inh | Pol beta inh | BAZ2B inh | APEX1 inh | POLH inh
COc1ccc(CN2C(=O)c3ccccc3C2C(=O)NCCc2ccccc2)c(OC)c1 (stereo not given) | -2%&-3% | -11%&6% | -11%&6% | 20%&21% | 4% | 2%&22% | 7%&-3% | -4% | -8%&-14%
Cc1ccccc1NC(=O)N1CCC(C(=O)c2ccc(F)cc2)CC1 | -1% | -8% | 1% | -11% | 13%[59 µM] | 3% | -21% | -2% | -7%
O=C(Cn1c(NCCO)nc2ccccc21)c1ccco1 | 1% | -35% | 0% | -4% | 2%[59 µM] | 9% | 12% | 1% | 15%
CCN(CC)S(=O)(=O)c1cccc(NC(=O)COC(=O)c2cc(C)oc2C)c1 | -10% | -17% | -10% | -9% | -10%[59 µM] | 4% | -11% | -3% | -8%
CCCNC(=O)NS(=O)(=O)c1cnccc1Sc1ccc(Cl)cc1 | -4% | -34% | -19% | -3% | 25% | -1% | 10%[57.1 µM] | -2% | -6%
Cc1ccc(-n2c(SCC(N)=O)nc3c(c2=O)C2(CCCC2)Cc2ccccc2-3)cc1 | 0% | -19% | 0% | -11% | 12%[59 µM] | 3% | -20% | 1% | -29%
Cc1cc(C(=O)COC(=O)CCCN2C(=O)c3ccccc3C2=O)c(C)n1C | 0% | -28% | 0% | -13% | -23% | -11% | ? | 0% | -15%
Cc1c(NC(=O)Nc2ccc(F)c(Cl)c2)c(=O)n(-c2ccccc2)n1C | -1% | 11% | 7% | 7% | 10%[59 µM] | -2% | 5% | / | 1%
Cc1cc(NC(=O)c2cc3ccccc3o2)no1 | / | ? | -16% | ? | / | / | / | / | ?
Cc1c(-n2cc(C(=O)O)c(=O)c3cc(F)c(N4CCCC4)c(F)c32)c(=O)n(-c2ccccc2)n1C | 1% | -2% | -7% | 4% | 56µM* | 16% | -4% | 16% | 8%
CC(Oc1ccccc1)c1nnc(N)s1 (stereo not given) | -8% | -8% | -17% | 94%[activator] | 0% | 0% | -16% | 10% | 9%
COCCNc1c2c(nc3ccccc13)CCC2 | -2% | -4% | -2% | 9% | -10% | 32% | 3% | -6% | -4%
Cc1nc(-c2ccccc2)sc1C(=O)CSc1ccc(F)cc1 | -4% | 172%[activator] | -5% | 6% | 114%[activator][59 µM] | -2% | 128%[activator] | 1% | -12%
O=C(CN1CCN(C(=O)N2CCOCC2)CC1)Nc1cc(Cl)ccc1Cl | 3% | -8% | 0% | 17% | 23% | 26% | 11% | 7% | 5%
CCn1c(=O)c2sccc2n2c(CCCC(=O)NCc3cccnc3)nnc12 | 0% | 1% | 13% | 13% | -2% | 92% | -4% | 29% | -6%
CSCC[C@@H](CO)NC(=O)c1ccc2nc(C3CCCCC3)oc2c1 | -1% | -11% | 10% | 22% | 4% | -1% | -3% | 13% | -12%
O=C1NC(=O)/C(=C\c2ccccc2OCc2ccccc2)S1 | -10% | -16% | -1% | ? | 10% | ? | -22% | 1% | -29%
Fc1ccc(-c2cnc(-c3cccs3)o2)cc1 | -13% | 39%[activator] | -14% | ? | ? | -5% | -3% | -1% | -4%
O=C(Cn1c2ccc(F)cc2c2nc3n(c(=O)c21)CCS3)NCC1CCCO1 (stereo not given) | -2% | -1% | 4% | 87%[activator] | -5%[12.7 µM] | 12% | -1% | 61% | -19%
Cc1cccc(N=C/C(C(=O)C(F)(F)F)=C(\O)c2ccco2)c1 | -5% | -20% | -14% | 14% | 44%[activator][59 µM] | -19% | 5% | 3% | -11%
Oc1ccc(-c2csc(Nc3ncccn3)n2)cc1O | -13% | 28µM* | -27% | 32µM* | 2.2µM* | ? | / | ? | 1%
COc1ccccc1-c1cc(C(=O)N2CCN(c3ccccc3)CC2)no1 | -10%&-10% | -20%&-28% | -2%&-10% | -12%&-23% | 0%[59 µM] | -5%&12% | -22%&-13% | 38%[12.4 µM] | -19%&-16%

Only part of the results is shown (hit frequency here may not be typical).
